Bioassay records as filed in PubChem BioAssay.
GSK3beta inhib = inhibitors of human GSK3beta kinase. GST-GSK3beta kinase, ADP-Glo luminescence, 60 min; hits give low values. activity score (negative = inhibition), % at 10 µM. 300,000 tested, 0.038% active. AID 2097;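 active means more than half of replicate wells score below -50%, meaning over 50% inhibition versus plate controls; inconclusive means some replicates but at most half score below -50%; inactive means no replicate scores below -50%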;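 further: 0% = median DMSO wells and -100% = median GW8510 positive control wells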
Target sequence (P49841 whole entry, looked up): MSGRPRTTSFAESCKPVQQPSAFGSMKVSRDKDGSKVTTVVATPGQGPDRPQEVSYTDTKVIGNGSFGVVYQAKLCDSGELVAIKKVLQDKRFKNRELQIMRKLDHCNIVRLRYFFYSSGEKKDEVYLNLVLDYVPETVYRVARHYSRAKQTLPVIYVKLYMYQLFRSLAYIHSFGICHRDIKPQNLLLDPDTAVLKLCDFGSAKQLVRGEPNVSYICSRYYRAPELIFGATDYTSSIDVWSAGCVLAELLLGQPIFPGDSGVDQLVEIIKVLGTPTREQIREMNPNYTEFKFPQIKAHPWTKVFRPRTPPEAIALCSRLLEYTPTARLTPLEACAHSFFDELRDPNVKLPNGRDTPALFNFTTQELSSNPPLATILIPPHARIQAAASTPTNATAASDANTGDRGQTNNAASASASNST
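Test system – GST-tagged human GSK3beta kinase, cell-free · Incubation – 60 min enzyme reaction, room temperature · Signal – ADP-Glo luminescence · Also added – peptide substrate and ATP at 25 µM · Controls – DMSO neutral wells and GW8510 at 20 µM as positive · Buffer or medium – Tris/MgCl2 kinase buffer · Measure – Luminescence-derived activity versus plate DMSO and GW8510 wells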
IEC-6 cytotox = kills IEC-6 intestinal cells in KLF5 counter-screen; IEC-6 cytotoxicity, luminescence viability; inhibition, % at 5 µM; 290,000 tested, 0.78% active; AID 1825; in the data active means inhibition above about 22%;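 further: 0% = plate median of test compound wells and 100% = cytotoxic reference compound wells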
DYRK1A inh = Dyrk1A (rat) kinase inhibition; ADP-Glo luminescence, NFATc1 peptide; inhibition, % at 12.5 µM; 310,000 tested, 0.43% active; Q63470; AID 504441; in the data active means inhibition above about 50%;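 further: plate controls were vehicle with enzyme for no effect and no enzyme for full effect; many of its hits are not listed in these tables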
KLF5 inhibitor = inhibitors of KLF5 expression; DLD-1 KLF5 promoter-luciferase reporter, luminescence; AID 1700; inhibition, % at 5 µM; 290,000 tested, 0.23% active;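 active means inhibition above a per-plate limit of that plate's mean compound inhibition plus 3 SD, cut at about 60% in these data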;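 further: 0% = DMSO wells and 100% = LY294002 at 200 µM; higher means less KLF5 promoter-driven luciferase light; inactives centre near -14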
HSP90 inh = HSP90 refolding inhibition in rabbit reticulocyte lysate; luciferase refolding luminescence, 3 h; inhibition, % at 5.6 µM; 290,000 tested, 0.91% active; AID 1789;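 active means inhibition above the screen-wide mean plus 3 SD, computed separately per campaign, cut at about 16% in these data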;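 further: 0% = DMSO wells and 100% = 60 µM geldanamycin wells; inhibitors lower the luminescence because luciferase stays unfolded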
HSF1 inh = HSF1 inhibition. NIH3T3-HGL HSE-luciferase, MG132-induced, luminescence 8 h; hits give low values. activity change, negative = inhibition, % at 7.5 µM (by protocol). 300,000 tested, 0.77% active;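 active means more than half of replicate wells show activity change below -50%, luminescence cut by over half; inconclusive means some wells, but at most half, below -50%; inactive means no replicate well below -50%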;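 further: luciferase reports HSF-1 transcriptional activity via heat shock element; 0% = median of DMSO wells and -100% = zero luminescence signal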
Platelet DG rel = platelet dense granule release activity. human platelet-rich plasma, SFLLRN dense granule ATP release, luminescence. inhibition, %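 (compounds screened at 7.5 µM in platelet-rich plasma)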. 300,000 tested, 0.22% active;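 active means mean replicate score, as percent of positive control, at or above 50; inconclusive means mean below 50 but at least one replicate at or above 50; inactive means mean and every replicate below 50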
aSyn 5UTR inh = 5' untranslated region of α-synuclein, MLPCN primary screen. alpha-synuclein 5'UTR reporter, inhibitor activity. inhibition, % (tested at 7.5 µM). 300,000 tested, 0.82% active. AID 1813; in the data active means inhibition above about 60%; inconclusive means no clear call, values can overlap the other calls;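 further: H4 neuroglioblastoma cells stably carrying SNCA 5'UTR luciferase fusion; 0% = DMSO wells and 100% = positive control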
GSK3A inh = blocks human GSK-3 alpha kinase. ADP-Glo luminescence, 60 min. inhibition, % at 10 µM. AID 2650. 320,000 tested, 0.1% active;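 in the data active means inhibition above about 50%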;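 further: GST-tagged GSK-3 alpha with peptide substrate and 25 µM ATP; 0% = DMSO neutral wells and 100% = GW8510 positive control wells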
Target sequence (P49840 whole entry, looked up): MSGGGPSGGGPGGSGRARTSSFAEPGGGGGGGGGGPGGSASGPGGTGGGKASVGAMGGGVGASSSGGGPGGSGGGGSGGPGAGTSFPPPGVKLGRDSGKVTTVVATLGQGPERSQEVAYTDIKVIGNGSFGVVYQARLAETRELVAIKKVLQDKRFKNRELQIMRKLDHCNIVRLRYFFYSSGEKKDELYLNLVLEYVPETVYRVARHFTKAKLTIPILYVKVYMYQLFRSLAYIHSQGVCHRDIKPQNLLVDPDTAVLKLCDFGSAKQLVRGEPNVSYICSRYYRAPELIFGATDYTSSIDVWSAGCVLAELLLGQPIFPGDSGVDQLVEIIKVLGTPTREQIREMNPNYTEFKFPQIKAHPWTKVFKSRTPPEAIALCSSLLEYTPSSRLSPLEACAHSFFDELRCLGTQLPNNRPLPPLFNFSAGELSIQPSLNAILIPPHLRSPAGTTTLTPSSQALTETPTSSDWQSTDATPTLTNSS
HSF-1 act = increases HSF-1 driven luciferase reporter signal | activation, % at 9 µM | NIH3T3-HGL HSF-1 luciferase reporter, MG132, 8 h; 100% = twice DMSO control signal | AID 504408 | 300,000 tested, 1.7% active;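 active means mean replicate activation of at least 50% with a set share of replicates each reaching 50%; inconclusive means only one of those two conditions met; inactive means mean below 50% and too few replicates reaching it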;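 further: 0% = median of the neutral control wells and 100% = twice that signal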
* = called active by the depositor; ? = inconclusive; / = not tested or not shown. The list is partial; rates above refer to the full screens.

mol,GSK3beta inhib,IEC-6 cytotox,DYRK1A inh,KLF5 inhibitor,HSP90 inh,HSF1 inh,Platelet DG rel,aSyn 5UTR inh,GSK3A inh,HSF-1 act
CCOC(=O)N1CCN(c2ccc(C(=O)c3ccccc3)cc2F)CC1,0.1,0.5,2.4,-36.3,-1.1,24.7,-2.3,-98.8,-1.1,25.9
Cc1c(C(=O)NCCCc2ccccc2)cccc1[N+](=O)[O-],0.0,-1.6,7.4,-10.4,1.1,-1.7,20.6,0.3,-2.3,-13.3
CSCCC(NC(=O)c1ccc([N+](=O)[O-])cc1Cl)C(=O)OCC(=O)NC1CCCC(C)C1C (stereo unspecified),1.8,0.5,8.0,13.5,-0.5,2.1,1.7,-0.2,-1.1,17.7
O=C(Nc1cccs1)Nc1c(F)c(F)c(F)c(F)c1F,2.9,3.9,/,-2.5,1.6,17.0,8.0,6.6,-0.1,13.2
CCCCc1cc(=O)oc2cc(OCc3nn[nH]n3)c(Cl)cc12,4.9,0.8,5.3,-4.8,1.1,-9.5,-1.2,0.8,-2.6,-14.6
O=C(CCC(=O)N(CC(=O)NC1CCCC1)C1CCCC1)Nc1ccccn1,-2.7,-1.6,-1.7,-34.8,1.4,-7.0,6.6,5.7,0.5,7.8
COC(=O)c1ccc(CNC(=O)/C=C/c2cc([N+](=O)[O-])ccc2OC(F)F)cc1,1.6,0.3,-0.4,-15.0,2.1,4.9,1.3,17.3,-1.8,6.4
COc1ccc(-c2c(-c3cc(OC)c(OC)c(OC)c3)noc2C)cn1,1.0,79.9*,0.4,55.0,-6.5,-10.9,5.7,76.5*,4.3,-10.3
CCCc1cc(=O)n2nc(N3CCC(C(=O)NCc4ccc(C)o4)CC3)sc2n1,-1.2,-1.5,-1.7,-18.7,2.8,-38.3,-13.7,-0.7,/,-51.6
COc1ccc(CNC(=O)c2cc3c(C)nc4ccccc4c3o2)c(OC)c1,-1.5,10.0,/,-12.5,-0.1,9.1,?,-5.3,0.2,7.6
Cc1cc(-c2ccc(C(C)C)c(S(=O)(=O)Nc3cc(C)on3)c2)on1,-21.2,6.6,/,-6.1,2.9,0.9,4.8,-4.3,-7.3,8.8
O=C(O)C1=C[C@H](c2ccc3c(c2)OCO3)C[C@H](OCCCCO)O1,-3.6,/,7.0,/,/,1.2,-3.4,-22.8,-0.7,11.7
Cc1ccc(C2C(C#N)=C(N)N(c3cccnc3)C3=C2C(=O)CCC3)s1 (stereo unspecified),-1.1,-6.3,5.2,-56.1,11.1,6.2,-3.1,-14.5,0.8,8.5
NC(=O)c1c(NC(=O)c2ccncc2)sc2c1CCCCCC2,-0.2,3.3,28.4,-31.9,-1.9,-9.7,-4.1,-42.3,4.3,-8.9
O=C(Nc1ccccc1O)c1cccc(S(=O)(=O)Nc2ccccc2O)c1,-2.7,/,3.2,/,/,78.6,-9.6,11.1,-1.9,123.4*
Cc1sc[n+](CC(=O)c2ccc(Br)cc2)c1C,-0.4,7.8,/,-26.7,-1.5,1.2,0.1,24.7,-2.5,5.9
COC(=O)c1ccc(/C=N\NC(=O)c2ccc(C)cc2Cl)cc1,0.6,-2.8,-6.0,-24.2,3.2,2.0,2.6,1.6,-3.0,4.5
CCC(C(=O)NCCc1ccc(S(N)(=O)=O)cc1)c1ccccc1 (stereo unspecified),2.0,/,-3.2,/,/,5.7,6.6,-6.6,-4.7,12.7
CCOC(=O)c1c(NC(=O)CN2CCCCC2)sc2c1CCCC2O (stereo unspecified),0.7,-7.0,1.0,-12.1,-0.6,0.4,6.8,9.4,-0.2,7.9
COc1cc(NC(=O)c2cc(-c3ccccc3)on2)cc(OC)c1OC,-1.5,10.7,/,-14.9,-0.7,0.7,1.4,5.4,-2.6,18.0
COc1ccccc1CN1CCCCCC1,-1.7,-2.8,2.3,-7.7,0.2,-10.0,-1.1,8.8,/,-17.2
Cc1ccc(-c2[nH]c3ccccc3c2C(C[N+](=O)[O-])c2ccco2)cc1 (stereo unspecified),-0.2,24.8*,4.7,10.5,0.9,27.5,?,27.0,-2.1,70.2*
CCn1c(CNC(=O)c2ccc(OC)c(OC)c2)nnc1SCC(=O)Nc1ccccc1,-0.4,-2.9,1.0,-19.1,2.2,1.7,-6.4,9.4,0.9,-8.6
CC(C)c1nnc(NC(=O)c2cccs2)s1,-0.8,-0.5,4.0,-210.2,5.0,13.3,1.1,-102.0,-1.9,11.5
CC1CCCCN1C(=S)NCCc1ccccc1 (stereo unspecified),-2.8,0.0,-9.1,-101.1,-0.3,12.6,/,-93.0,-1.4,25.3
O=C(c1ccccc1)c1nnc(-c2ccncc2)o1,-1.6,0.4,14.9,-21.5,0.6,-7.7,-28.3,0.0,1.7,-1.8
C/C(=N\NC(=S)Nc1ccc(C(C)C)cc1)c1ccc2c(c1)OCO2,-3.3,0.1,/,2.4,1.0,-6.6,3.3,-33.5,-2.1,33.5
COc1ccc(/C=C/C(=O)c2cc(F)ccc2OC(=O)c2ccccc2OC)cc1OC,-2.8,52.4*,7.2,69.9*,2.9,64.1,-4.0,68.0*,/,69.2*
COCc1c(C(=O)N2CCN(Cc3ccc(C#N)cc3)CC2)oc2ccccc12,1.7,-10.1,-0.1,-2.1,-3.1,2.5,-3.6,2.8,0.0,-3.5
Nc1c(N(Cc2ccccc2)C(=O)COc2ccc(F)cc2)c(=O)[nH]c(=O)n1Cc1ccccc1,3.2,4.0,-7.9,3.2,5.3,-5.3,-7.5,-0.4,0.8,2.5
CCCN1CCc2c(sc(NC(=O)CCS(=O)(=O)c3ccccc3)c2C(=O)OC)C1,2.1,-6.7,-6.3,-16.7,3.3,6.1,10.9,-10.1,1.9,34.9
Cc1cccc(NC(=O)CSCc2c(C)noc2C)c1C,5.3,-0.2,0.4,-14.2,-0.8,6.6,-0.4,-2.9,1.8,11.9
COc1ccc(-c2cc3ccc(OCc4nn[nH]n4)cc3oc2=O)cc1,2.7,1.9,9.6,17.1,4.2,-5.9,1.4,48.6,-1.1,9.8
O=C1CN(C(=O)c2ccccc2)c2ccccc2N1,2.0,10.6,-33.7,-18.2,-3.6,-4.4,1.0,18.8,-3.6,-4.5
Cc1ccc(-c2cc(C(=O)Nc3cccnc3)c3ccccc3n2)o1,4.9,-4.7,-4.0,-33.3,-2.2,34.4,2.2,-51.0,-1.9,52.1*
COC(=O)c1ccc(N(C(=O)CNC(=O)c2ccco2)C(C(=O)NCC2CCCO2)c2ccc(OC)c(OC)c2)cc1 (stereo unspecified),1.1,-5.6,-3.8,-10.7,0.5,0.5,3.1,8.5,-3.5,-5.0
Cc1cc(NS(=O)(=O)c2ccc(NC(=O)C(C)Oc3ccc(C(C)C)cc3)cc2)no1 (stereo unspecified),1.1,3.9,-3.3,-17.7,-3.3,-2.6,4.5,3.2,-5.6,-3.0
CCc1nn(CC(=O)NCCCN2CCOCC2)c(=O)c2cc3sccc3n12,-3.2,-5.5,-8.5,-25.9,-5.1,4.6,0.9,3.1,0.0,33.2
C=CCOc1cccc(/C=N/NC(=O)CN(c2cc(Cl)ccc2OC)S(=O)(=O)c2ccc(C)c([N+](=O)[O-])c2)c1,-0.2,-6.7,4.0,-8.7,-0.4,-1.5,5.0,26.8,-2.3,12.4
Cc1c(-c2nnc(SCC(=O)O)n2-c2ccccc2Br)nnn1-c1ccccc1,4.1,-4.7,-3.4,11.8,-0.8,-7.6,-13.1,8.5,-1.2,0.9
COc1ccc2oc(C(=O)OCC(=O)NC(C)c3ccccc3)c(C)c2c1 (stereo unspecified),3.5,-6.3,1.8,-3.0,-1.0,-3.9,9.3,7.6,0.3,-3.4
CC(C)C[C@H]1CN=C(Nc2ccccc2)N1CC1CCCC1,-1.9,4.4,-1.7,-25.4,-1.3,-1.3,-3.7,-6.7,-0.5,-17.4
CC(=O)Nc1ccc(C(=O)OCC(=O)NC(=O)NC2CCCCC2)cc1,0.8,2.4,-3.7,-15.7,-1.2,3.0,-8.4,-11.6,-1.7,9.0
COc1ccc(C(CNC(=O)COc2ccccc2C)N2CCCC2)cc1 (stereo unspecified),-0.5,7.4,3.0,-5.8,-2.4,-13.5,-1.5,-4.2,0.9,1.4
CCCC(=O)OCC(=O)Nc1cc([N+](=O)[O-])ccc1OC,2.7,-4.8,-0.5,-13.2,-3.2,-4.2,5.0,-3.9,4.5,-0.6

Some of the entries above, set out differently.
Results follow in this order: GSK3beta inhib	IEC-6 cytotox	DYRK1A inh	KLF5 inhibitor	HSP90 inh	HSF1 inh	Platelet DG rel	aSyn 5UTR inh	GSK3A inh	HSF-1 act
COc1ccc(C(CNC(=O)COc2ccccc2C)N2CCCC2)cc1 (stereo unspecified)
→ -0.5	7.4	3.0	-5.8	-2.4	-13.5	-1.5	-4.2	0.9	1.4
CCCC(=O)OCC(=O)Nc1cc([N+](=O)[O-])ccc1OC
→ 2.7	-4.8	-0.5	-13.2	-3.2	-4.2	5.0	-3.9	4.5	-0.6

New compounds follow:
mol,GSK3beta inhib,IEC-6 cytotox,DYRK1A inh,KLF5 inhibitor,HSP90 inh,HSF1 inh,Platelet DG rel,aSyn 5UTR inh,GSK3A inh,HSF-1 act
Nc1ccccc1C#CCCCCO,0.9,3.0,5.5,-32.4,2.5,0.1,2.9,-12.7,-1.0,4.4
CCC(=O)OCn1nnc2ccccc2c1=O,3.3,-2.6,2.3,-26.4,3.0,-0.9,2.0,15.7,0.5,9.6
CC(C)NC(=S)N=Nc1c(O)[nH]c2ccc(C(C)C)cc12,2.0,7.9,0.9,7.2,0.8,-10.4,-1.6,43.4,-0.9,2.1
Nc1nc(Nc2ccccc2F)nc(NCCO)c1[N+](=O)[O-],-43.7,-8.2,/,-32.2,-2.7,0.2,-18.4,-1.2,27.9,20.1
